Assay outcomes from PubChem BioAssay.
TRHR enhancer: qHTS for Small Molecule Agonists and Allosteric Enhancers of Human TRH Receptor: Primary Screen for Enhancers. Thyrotropin-releasing hormone receptor (Homo sapiens), P34981. TRHR cells, fluo-8 calcium fluorescence, EC20 TRH enhancement. enhancement, % at 2 µM. 360,000 compounds, 0.66% hits; in the data active means enhancement above about 30%; further: 0% is about no effect
Target sequence (P34981 whole entry, looked up): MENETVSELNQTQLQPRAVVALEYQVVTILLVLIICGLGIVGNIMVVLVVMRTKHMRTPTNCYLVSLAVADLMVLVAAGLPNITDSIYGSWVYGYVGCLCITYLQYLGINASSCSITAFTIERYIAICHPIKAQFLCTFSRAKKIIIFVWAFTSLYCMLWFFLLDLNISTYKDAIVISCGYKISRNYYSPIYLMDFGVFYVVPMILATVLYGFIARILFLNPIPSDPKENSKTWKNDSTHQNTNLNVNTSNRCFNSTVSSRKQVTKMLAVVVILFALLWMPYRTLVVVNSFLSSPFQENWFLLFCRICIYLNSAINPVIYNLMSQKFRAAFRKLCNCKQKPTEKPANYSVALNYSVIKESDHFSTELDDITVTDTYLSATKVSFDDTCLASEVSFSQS
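Enhancer read-out: after compound pinning and an initial kinetic agonist-mode read, an EC20 of TRH (10 nM final) was injected and fluo-8 calcium signal (Ex 480/Em 530) followed at 1 s/cycle for 100 cycles in TRHR-expressing cells.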
D2 PAM: HTS Assay for Positive Allosteric Modulators of the Human D2 Dopamine Receptor: Primary Screen for Potentiators; D(2) dopamine receptor (Homo sapiens), P14416; HEK293 T-REx D2, calcium flux, EC20 dopamine potentiation; potentiation, % at 10 µM; 340,000 compounds, 0.34% hits;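 active means potentiation over 3 SD above the plate norm, cut at about 30% in these data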; further: 0% is about no effect
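Tetracycline-induced Hek293 Trex D2 cells, force-coupled to calcium, loaded with no-wash calcium dye. Compound added with 180 s kinetic read for agonism, then EC20 dopamine and a further 180 s read for potentiation.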
RXFP1 antagonist: qHTS Assay for Antagonists of the Relaxin Receptor RXFP1; HEK293-RXFP1, relaxin-stimulated cAMP HTRF, 30 min; stronger effect = lower value; activity change, negative = inhibition, % at 57.5 µM; 350,000 compounds, 0.59% hits; AID 1259400, 2018;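 active means activity change of -60% or lower, but not beyond a set lower limit; inconclusive means change between -60% and -40%, or beyond the set limit; inactive means change above -40%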; further: on the % scale 0 is the no-effect control and ±100 the full control effect
D1 PAM: Potentiators of Human D1 Dopamine Receptor: qHTS; D(1A) dopamine receptor (Homo sapiens), P21728; HEK293 TREx D1 cells, calcium flux, dopamine EC20 potentiation; potentiation, % at 10 µM; 360,000 compounds, 0.036% hits; AID 504651, 2011; in the data active means potentiation above about 30%; further: 0% is about no effect
Target sequence (P21728 whole entry, looked up): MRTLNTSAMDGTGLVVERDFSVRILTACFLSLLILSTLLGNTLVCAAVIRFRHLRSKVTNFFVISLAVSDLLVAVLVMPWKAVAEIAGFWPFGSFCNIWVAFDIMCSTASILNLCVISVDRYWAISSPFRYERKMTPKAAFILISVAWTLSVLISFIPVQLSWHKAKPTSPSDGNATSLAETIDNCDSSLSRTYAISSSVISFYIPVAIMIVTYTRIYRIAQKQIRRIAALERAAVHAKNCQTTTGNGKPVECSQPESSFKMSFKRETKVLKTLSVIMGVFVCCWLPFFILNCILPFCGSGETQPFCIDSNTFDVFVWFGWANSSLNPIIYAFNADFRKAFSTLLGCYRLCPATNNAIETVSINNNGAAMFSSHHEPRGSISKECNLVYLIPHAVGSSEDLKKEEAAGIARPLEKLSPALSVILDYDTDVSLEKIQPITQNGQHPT
Anesthetic bind: qHTS Assay for Identification of Novel General Anesthetics | Ferritin light chain (Equus caballus), P02791 | apoferritin/1-aminoanthracene competitive binding, fluorescence | Potency, µM (top dose mostly 77.5 µM), without a hit: top-dose activity change, negative = displacement, usual class: inhibitors | 350,000 compounds, 0.074% hits | AID 485281, 2010; further: potency means the concentration at half of the fitted maximal effect; on the % scale 0 is the no-effect control and ±100 the full control effect; nearly all actives have a fitted effect of over 20% in size
Target sequence (P02791 2-175 limits assumed): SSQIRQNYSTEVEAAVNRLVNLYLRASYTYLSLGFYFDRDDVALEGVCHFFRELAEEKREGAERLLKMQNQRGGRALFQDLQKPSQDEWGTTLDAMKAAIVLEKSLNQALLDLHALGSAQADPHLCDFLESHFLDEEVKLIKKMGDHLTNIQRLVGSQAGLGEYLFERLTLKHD
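Horse-spleen apoferritin (10 uM) was mixed with 50% saturated 1-aminoanthracene in PBS, exposed to compounds for 10 min at room temperature, and read for fluorescence (ex 380 nm, em 535 nm). Competitive displacement was fitted with a four-parameter Hill equation.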
D1 antag: Antagonist of Human D 1 Dopamine Receptor: qHTS. HEK293 TREx D1 cells, calcium flux, dopamine EC80; stronger effect = lower value. activity change, negative = inhibition, % at 10 µM. 360,000 compounds, 3.2% hits; in the data active means activity change below about -30%; further: on the % scale 0 is the no-effect control and ±100 the full control effect
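Compound effects on dopamine-evoked calcium signalling were measured in tetracycline-induced HEK293 Trex D1 cells. Dopamine at EC80 followed a 180 s compound pre-read, and fluorescence was tracked kinetically for 180 s more.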
TRHR ag: qHTS for Small Molecule Agonists and Allosteric Enhancers of Human TRH Receptor: Primary Screen for Agonists | 360,000 compounds, 0.18% hits | TRHR cells, calcium flux fluo-8, FDSS agonist mode | activation, % at 2 µM | Thyrotropin-releasing hormone receptor (Homo sapiens), P34981; in the data active means activation above about 30%; further: 0% is about no effect
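Read-out: compound-evoked intracellular calcium rise in TRHR cells, fluo-8 dye, kinetic FDSS fluorescence at 1 s/cycle following a 10-cycle baseline. Cells cultured overnight before dye loading (30 min–1.5 h, RT).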
RXFP1 ag: qHTS Assay for Agonists of the Relaxin Receptor RXFP1 | Relaxin receptor 1 (Homo sapiens), Q9HBX9 | HEK293T-RXFP1 cAMP TR-FRET, 30 min; response scale: percent of porcine relaxin response, buffer zero | Potency, µM (titrated, usually from 57.5 µM), for the others: top-dose activation, most hits filed as activators | 370,000 compounds, 0.3% hits; further: potency means the concentration at half of the fitted maximal effect; on the % scale 0 is the no-effect control and ±100 the full control effect; nearly all actives have a fitted effect of over 60% in size; many of its hits are not listed in these tables
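cAMP rise read by TR-FRET after 30 min, 37C compound exposure (up to 58 uM) in RXFP1-transfected HEK293 cells with Ro 20174 present. EC50 from Hill-equation fits, with 29 nM porcine relaxin as 100% and buffer as basal.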
D1 ag: Allosteric Agonists of the Human D1 Dopamine Receptor: qHTS; 360,000 compounds, 1% hits; D(1A) dopamine receptor (Homo sapiens), P21728; HEK293 T-REx D1 cells, calcium flux, agonist mode; activation, % at 2 µM; in the data active means activation above about 30%; further: 0% is about no effect
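Inducible HEK293 T-REx D1 cells, force-coupled to calcium signalling, were plated at 4000 cells/well with tetracycline and held overnight at 30 C. After no-wash calcium dye loading, compound-evoked calcium rise over 180 s flagged agonists.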
* hit, by the source's call; ? = inconclusive; nt = no result given; [ ] = dose if it differs, or a comment. Unless noted, the call rests on the fitted dose curve; in most records, active means well fitted curve in the direction sought with a large enough effect; inconclusive means small, poorly fitted or top-dose-only effect, or another doubt; inactive means no such curve, though single readings can be large; an effect the other way counts as inactive or inconclusive. The list is partial; rates above refer to the full screens.

Each structure is followed by: D1 ag | RXFP1 ag | TRHR enhancer | D2 PAM | D1 antag | Anesthetic bind | RXFP1 antagonist | TRHR ag | D1 PAM
O=C(CCSc1nc(-c2ccco2)cc(C(F)(F)F)n1)NCc1cccs1
  3 | 0.2% | -6 | -2 | -9 | -2% | -8 | 0.4 | -12
CCn1nc(CCC(=O)O)c2ccccc2c1=O
  1 | -2.4% | 2 | -6 | -1 | 12% | -4 | 0.8 | -3
Cc1ccc(S(=O)(=O)N2CCCCC2)cc1NC(=O)CCN1C(=O)C2CC=CCC2C1=O (stereo unspecified)
  1 | 3.3% | -1 | -8 | -6 | nt | -5 | 0.8 | -1
O=C(CSc1nnc(-c2ccccc2)c(-c2ccccc2)n1)N1CCc2ccccc21
  4 | -0.4% | -7 | -2 | 3 | -11% | 5 | -0.7 | 0
CC(CCn1cccn1)NC(=O)CCc1nnc(C2CCCCC2)o1 (stereo unspecified)
  1 | -0.5% | -1 | 7 | -10 | -4% | -1 | 1.1 | -3
O=C(Cc1ccc(Cl)cc1)NCCS(=O)c1ccc(Cl)cc1 (stereo unspecified)
  1 | 0.4% | -4 | nt | 15 | -11% | 1 | -0.6 | -1
Cc1ccc(C)c(-n2nnnc2SCC(=O)NCCC2=CCCCC2)c1
  4 | 0.8% | 5 | 15 | 0 | -18% | 15 | 0.6 | 2
COc1ccc(C(=O)Nc2ccccc2-c2nc3ccccc3s2)c(OC)c1
  3 | 16% | -1 | -6 | 3 | 745%[activator] | -2 | 0.8 | -2
CCOc1ccc(NC(=O)CSc2nnc(NC(=O)Nc3ccccc3)s2)cc1
  1 | -0.3% | -2 | 1 | nt | 3% | -1 | 0.1 | 2
CSCCC(NC(=O)c1ccco1)C(=O)N1CCN(c2ccccc2O)CC1 (stereo unspecified)
  0 | -1.2% | 4 | 5 | 9 | nt | -2 | 17 | -2
CCC(=O)Nc1ccc2c(c1)nc(CCN1CCN(c3ccccn3)CC1)n2C
  0 | -0.3% | -3 | -23 | -4 | -4% | -3 | 0.3 | -3
COCCCN(C(=O)Nc1cccc(Cl)c1)C(C)c1ccccn1 (stereo unspecified)
  1 | 1.3% | -1 | 7 | 7 | -1% | -6 | 0.1 | -3
Cc1nnc(N2CCC(C(=O)NCCc3ccccc3)CC2)c2nn(-c3ccccc3)c(C)c12
  2 | 3.0% | 5 | -3 | -13 | 7% | -18 | 0.3 | -3
COC(=O)[C@H](Cc1ccccc1)NC(=O)NCc1ccc(C)cc1
  7 | -2.1% | 0 | 1 | 4 | 6% | 1 | -0.5 | -7
O=C(Nc1ccc(Cl)c(C(F)(F)F)c1)C1CCN(S(=O)(=O)c2cccc3nonc23)CC1
  8 | 1.4% | 1 | -6 | -12 | -17% | nt | 1.4 | 0
Cc1ccc(S(=O)(=O)NCc2ccc(C(=O)NCCCN3CCN(C)CC3)cc2)cc1
  2 | 0.1% | 3 | 5 | 4 | -11% | -9 | -0.3 | 2
O=C(Nc1ccccc1Br)N1CCC(CN2CCCC2)CC1
  -1 | 0.2% | -2 | 11 | 11 | -3% | -3 | 0.9 | -4
COc1ccc(Cl)cc1NC(=O)CN(C)C(=O)c1cc(C)oc1C
  0 | 1.3% | -13 | 3 | -3 | nt | 2 | 0.9 | -2
Cc1n[nH]c(=S)c2nn(-c3cccc(Cl)c3)c(C)c12
  3 | 29% | -2 | -11 | 33 | -3% | nt | 1.3 | 0
O=C(c1ccc(N2CCCC2=O)cc1)N1CCN(c2ccccc2F)CC1
  -1 | 3.3% | -5 | -17 | 18 | -7% | 13 | -0.7 | 3
Cc1ccc(OCC(=O)Nc2ccccc2N2CCCC2)c(C)c1
  1 | 0.8% | -1 | 0 | 16 | 14% | -10 | 0.1 | 9
CC(=O)N1CCN(C(=S)c2ccc([N+](=O)[O-])cc2)CC1
  5 | 0.7% | 0 | -16 | 1 | 9% | -1 | -0.1 | 5
CCc1ccccc1NC(=O)CSc1nc2c(c(=O)[nH]1)CN(Cc1ccccc1OC)CC2
  1 | -2.7% | -1 | 0 | -7 | -8% | -10 | -0.2 | -2
COCCN(C(=O)CNC(=O)c1ccco1)C(C(=O)NC1CCCC1)c1ccccc1F (stereo unspecified)
  5 | 1.0% | -5 | 12 | 4 | 2% | 3 | 0.5 | -2
CCCCCCCNc1nc(Cl)nc(NCCO)n1
  1 | 0.8% | -7 | 0 | -20 | ? | -5 | -0.7 | 0
CN(CCNC(=O)c1cn(C)c2ccc(S(=O)(=O)N(C)C)cc2c1=O)CCc1ccccc1
  1 | 0.2% | 4 | -24 | 2 | 7% | -2 | 0.2 | nt
COC(=O)C(C)N(c1ccc(C)cc1)S(=O)(=O)c1c(C)[nH]c(=O)[nH]c1=O (stereo unspecified)
  1 | 0.0% | 5 | 3 | -8 | -10% | -2 | 0.7 | -1
CC(C)CCN(C(=S)NC(=O)C1CCCCC1)c1c(N)n(Cc2ccccc2)c(=O)[nH]c1=O
  2 | -0.6% | 4 | -7 | 2 | -20% | -24 | -0.5 | 3
COc1ccccc1NCCC(=O)OCC(=O)NC1CCCCC1
  3 | -0.6% | -3 | -6 | -5 | ? | -6 | -1.5 | -9
COC(=O)CN(C#N)c1nc(NC(C)C)nc(OC)n1
  -3 | 0.4% | -2 | nt | -6 | 1% | -1 | 0.4 | -2
COc1ccccc1NC(=S)NC(=O)C1CC1
  2 | 0.7% | -5 | 8 | -42* | -8% | -9 | -0.9 | -7
CCc1c(C#N)c(SCCC(=O)Nc2ccc(C)cc2)nc2c1C(=O)CC(C)(C)C2
  0 | 2.0% | 8 | 1 | 0 | ? | 4 | 0.0 | 4
O=C(CN1CCN(S(=O)(=O)c2ccc(Br)cc2)CC1)N/N=C/c1ccco1
  1 | -0.6% | -6 | -13 | -21 | -7% | -15 | -0.5 | 2
CCOC(=O)C1CCN(C(=S)Nc2cccc(C)c2)CC1
  1 | -0.6% | 0 | -4 | -11 | -3% | -2 | 0.0 | -3
Cc1cc(Cl)ccc1OCCCC(=O)NCC1CCCO1 (stereo unspecified)
  3 | 1.8% | -1 | 3 | -19 | 6% | -10 | 0.3 | -4
COc1ccc(C(=O)C2CCCN(C(=O)c3ccoc3C)C2)cc1F (stereo unspecified)
  9 | 0.3% | 3 | 4 | -14 | 10% | -6 | -0.9 | -6
COc1cc(CCC(=O)OCC(=O)NCC2CCCCC2)cc(OC)c1OC
  0 | 0.0% | -3 | -3 | 24 | ? | 9 | -0.5 | -5
CCCCC(=O)N(c1ccc(OCC)cc1)C1C=CS(=O)(=O)C1 (stereo unspecified)
  0 | 0.2% | 12 | 4 | 7 | -8% | 8 | 0.2 | -1
O=C(Nc1nnc(-c2ccco2)o1)c1ccc(N2C(=O)CCC2=O)cc1
  4 | -1.2% | -4 | 0 | 5 | -1% | 12 | -1.1 | -3
CCOc1ccc(CCNC(=O)C2CCCN(S(C)(=O)=O)C2)cc1OCC (stereo unspecified)
  3 | 0.5% | -7 | 1 | -11 | -3% | 3 | 0.4 | -5

Another view of some results above.
SMILES,D1 ag,RXFP1 ag,TRHR enhancer,D2 PAM,D1 antag,Anesthetic bind,RXFP1 antagonist,TRHR ag,D1 PAM
COC(=O)CN(C#N)c1nc(NC(C)C)nc(OC)n1,-3,0.4%,-2,nt,-6,1%,-1,0.4,-2
COc1ccccc1NC(=S)NC(=O)C1CC1,2,0.7%,-5,8,-42*,-8%,-9,-0.9,-7

More structures:
Each structure is followed by: D1 ag | RXFP1 ag | TRHR enhancer | D2 PAM | D1 antag | Anesthetic bind | RXFP1 antagonist | TRHR ag | D1 PAM
CC(C)Cn1c(N)c(C(=O)COC(=O)c2c(O)c(Cl)cc(Cl)c2Cl)c(=O)n(C)c1=O
  3 | 2.8% | -4 | 1 | 1 | nt | 10 | 0.6 | -19
CCC(C(=O)OCC(=O)Nc1cc(Cl)cc(Cl)c1)c1ccccc1 (stereo unspecified)
  12 | -0.8% | 3 | 4 | -4 | -6% | -21 | 0.8 | -1
Cc1ccc(C)c(Nc2c([N+](=O)[O-])c(=O)oc3ccccc23)c1
  1 | 2.0% | 9 | -21 | 8 | -15% | 3 | 0.0 | -2
COC(=O)CNC(=O)Nc1cc(C(=O)NCc2ccc(C)cc2)ccc1N1CCCC1
  0 | -0.7% | -2 | -1 | -8 | -2% | -5 | 0.5 | 0
Cc1ccc(CNC(=O)CNC(=O)c2ccco2)cc1
  0 | 5.7% | -1 | -7 | -15 | -9% | 7 | 0.1 | -3
COC(=O)CCC(=O)Nc1cc(Cl)cc(Cl)c1
  8 | 0.0% | 11 | 12 | 12 | ? | -3 | -5.1 | -5
O=C(c1ccc(F)cc1)N1CCN(C2CCC(c3ccccc3)CC2)CC1 (stereo unspecified)
  3 | 1.5% | 11 | 10 | -41* | -13% | 2 | -0.5 | 1
CCOC(=O)c1cccc(NC(=O)CCS(=O)(=O)c2cccc3nsnc23)c1
  1 | 0.2% | -1 | 2 | -2 | 3% | 5 | -0.6 | 1
Cc1ccc(C)c(N2CC(C(=O)Nc3nccs3)CC2=O)c1 (stereo unspecified)
  0 | -0.2% | 13 | 9 | 3 | 10% | 8 | 0.1 | -2
O=C(NCc1ccccc1F)C1CCCN1C(=O)Nc1ccccc1 (stereo unspecified)
  4 | 3.5% | 3 | 8 | 13 | 9% | 2 | 0.1 | -1
CCN(C(=O)COC(=O)C1CC1C)c1c(N)n(Cc2ccccc2)c(=O)[nH]c1=O (stereo unspecified)
  2 | 1.1% | -6 | 3 | -4 | nt | 1 | 0.0 | 0
